CHOP UPR activ: apoptotic UPR (CHOP) activation | CHO-CHOP luciferase reporter, luminescence; percent of tunicamycin response over DMSO baseline | activation, % at 10 µM | 0.34% of 330,000 active | AID 449763;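 active means at 10 µM dose, activation of 40% or more, normalized to positive control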;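 further: 100% = tunicamycin at 10 µg/mL and 0% = DMSO alone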
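Test system: CHO CHOP reporter cells. Input: 500 CHO-CHOP cells per well. Medium: F12 with 10% FBS. Technique: luciferase luminescence. Measure: percent activation relative to tunicamycin control. Dosing: 10 µM compound, 0.5% DMSO. Timing: 16-18 h cell attachment, then 6 h compound exposure, 37 °C.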
697 NFkB inh: lowers PMA/ionomycin-induced NF-kB signal in 697 B cells; inhibition, % at 4 µM; AID 435022; 697 B-cell NF-kB luciferase reporter, 16 h; 0.33% of 330,000 active; in the data active means inhibition above about 35%
CXCR6 inh: CXCR6 (human) receptor inhibition | O00574 | CHO-K1 PathHunter CXCR6 beta-arrestin, luminescence | inhibition, % at 20 µM | 0.36% of 360,000 active | AID 602244; in the data active means inhibition above about 34%, passing the limit was not always enough;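 further: antagonist mode with CXCL16 agonist at 10 nM final; 0% = 10 nM CXCL16 with DMSO and 100% = unstimulated wells without agonist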
Target sequence (O00574 whole entry, looked up): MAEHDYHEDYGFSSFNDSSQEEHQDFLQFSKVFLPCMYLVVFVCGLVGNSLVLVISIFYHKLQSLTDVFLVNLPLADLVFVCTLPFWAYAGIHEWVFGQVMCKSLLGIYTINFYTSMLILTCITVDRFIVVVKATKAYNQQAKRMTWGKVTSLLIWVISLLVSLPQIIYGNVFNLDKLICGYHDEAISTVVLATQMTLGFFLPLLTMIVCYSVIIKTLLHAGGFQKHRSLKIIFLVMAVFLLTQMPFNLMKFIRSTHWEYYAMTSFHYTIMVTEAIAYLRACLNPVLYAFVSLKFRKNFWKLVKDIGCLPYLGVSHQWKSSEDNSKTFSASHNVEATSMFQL
UPR XBP1 act: activators of adaptive arm of unfolded protein response (XBP1); CHO-XBP1 luciferase reporter, IRE1-XBP1 UPR activation, luminescence; percent of tunicamycin response, DMSO as zero; activation, % at 20 µM; 0.33% of 330,000 active; AID 463104;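 active means versus positive control, 20 µM dose yields 30% or more activation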;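 further: 100% = tunicamycin at 10 µg/mL and 0% = DMSO only wells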
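incubation = overnight seeding at 37 °C, 6 h compound treatment at 37 °C | assay system = CHO-XBP1 cells stably carrying IRE1-XBP1-driven luciferase reporter | input = 1000 cells per well | detection = luciferase luminescence | dosing = single point, 20 µM final compound, 1% DMSO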
Mdm2-MdmX inh: disrupts the human Mdm2-MdmX interaction | AID 485346 | inhibition, % at 8 µM | O15151+Q00987 | 3% of 330,000 active | SaOS-2 split-luciferase Mdm2/MdmX complementation, luminescence;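 active means inhibition of at least 50% at 8 µM in the primary screen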
Jurkat NFkB inh: inhibitors of the PMA/ionomycin-induced NF-kB reporter in Jurkat cells; PMA/ionomycin-induced NF-kB luciferase reporter, luminescence; inhibition, % at 4 µM; 0.53% of 330,000 active; AID 435003; in the data active means inhibition above about 50%
CCR6 antagonist: antagonists of human CCR6 receptor. CHO-K1 CCR6 PathHunter beta-arrestin, luminescence, CCL20-stimulated. inhibition, % at 20 µM. AID 493098. 0.49% of 340,000 active. P51684;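 active means compounds whose inhibition of the agonist-driven luminescence signal at 20 µM reaches about 50%, limit read from the data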;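 further: cells stimulated with CCL20 at 14 nM final; plate controls were DMSO with CCL20 for no effect and DMSO without agonist for full effect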
Gli-Sufu block: antagonists of Gli-Sufu signaling; Sufu-KO-LIGHT fibroblasts, Gli luciferase reporter luminescence; inhibition, % at 5 µM; 0.74% of 340,000 active;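 active means inhibition above about 55%, limit read from the data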;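 further: 0% = DMSO-treated cells and 100% = wells with medium but no cells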
EBI2 block: antagonists of human EBI2 receptor; AID 651636; 0.81% of 360,000 active; EBI2 beta-arrestin recruitment, luminescence, 7a,25-OHC stimulated; P32249; inhibition, % at 5 µM; in the data active means inhibition above about 38%;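 further: enzyme fragment complementation signal reports receptor beta-arrestin coupling in cells; 0% = agonist plus DMSO wells and 100% = wells without agonist; some results beyond the cut were filed as inactive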
Target sequence (P32249 whole entry, looked up, the tested form may be a part): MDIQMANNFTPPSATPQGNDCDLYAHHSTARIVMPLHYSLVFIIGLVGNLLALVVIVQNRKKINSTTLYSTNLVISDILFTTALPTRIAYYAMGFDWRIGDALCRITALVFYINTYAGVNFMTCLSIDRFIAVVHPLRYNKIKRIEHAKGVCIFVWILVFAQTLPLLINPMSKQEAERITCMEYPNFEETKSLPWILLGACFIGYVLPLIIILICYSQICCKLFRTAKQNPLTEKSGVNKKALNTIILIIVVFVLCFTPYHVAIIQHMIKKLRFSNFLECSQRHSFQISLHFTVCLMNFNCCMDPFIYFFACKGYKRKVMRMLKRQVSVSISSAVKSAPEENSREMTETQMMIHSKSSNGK
* hit, by the source's call; nt = not tested or not shown.

Start of the listing, in advance, 11 compounds:
No. | Molecule | CHOP UPR activ | 697 NFkB inh | CXCR6 inh | UPR XBP1 act | Mdm2-MdmX inh | Jurkat NFkB inh | CCR6 antagonist | Gli-Sufu block | EBI2 block
1 | COC(=O)CN1C(=O)[C@@H]2[C@H](C1=O)[C@@H]1CC(C(=O)OC)=C[C@@H](C(=O)OC)[C@@H]3C1=C(C(=O)[C@@]3(C)NC(=O)c1ccccc1)[C@@H]2C | -2.7 | 8 | -1 | 2 | 6 | 1 | -6 | -5 | -15
2 | CCN(Cc1ccccc1)S(=O)(=O)c1c(C)n(C)c(=O)n(C)c1=O | 0.1 | 14 | 8 | 4 | 6 | -8 | 7 | -2 | -5
3 | CCOc1ccc(NC(=O)C2CCCN(S(=O)(=O)c3ccc(-n4cnnn4)cc3)C2)cc1 (configuration not stated) | 0.7 | 18 | 2 | 2 | 31 | 6 | 3 | -21 | -9
4 | CN(C(=O)CSc1nc(O)cc(=O)n1-c1ccccc1F)c1ccccc1 | 0.2 | 7 | 6 | -6 | -2 | -2 | 8 | -3 | 2
5 | OCC1(Cc2ccccc2)CCN(Cc2ccc(C(F)(F)F)cc2)CC1 | 1.4 | -4 | 1 | 0 | 15 | -2 | 8 | 28 | -3
6 | Cc1ccc(-c2csc(NC(=O)Cn3cnc4c3c(=O)n(C)c(=O)n4C)n2)cc1C | 2.3 | -12 | 5 | 3 | 35 | -4 | -11 | 19 | -7
7 | COC(=O)c1cccc(NC(=O)c2cccc(N3C(=O)CCC3=O)c2)c1 | -1.2 | 10 | 1 | 1 | 11 | 7 | 4 | 8 | 0
8 | O=[N+]([O-])c1ccccc1OCc1nc(-c2cccs2)no1 | 3.7 | -166 | 1 | 10 | -179 | -162 | -4 | -117 | -1
9 | Cc1cccc(C(=O)N[C@H](C(=O)Nc2nc3ccc(S(C)(=O)=O)cc3s2)C(C)C)c1 | 0.4 | 15 | -3 | -3 | 1 | -5 | 5 | 1 | -2
10 | COCCN(Cc1nc2ccccc2c(=O)[nH]1)C(=O)COc1cccc(C(C)=O)c1 | -0.4 | 20 | 2 | -1 | 20 | -15 | 8 | -3 | -6
11 | C#CC[N+](C)(C)C(C#Cc1ccccc1)CC=C (configuration not stated) | 2.6 | -12 | -4 | -4 | 4 | -3 | -8 | -18 | -7

The list itself, repeating the preview:
No. | Molecule | CHOP UPR activ | 697 NFkB inh | CXCR6 inh | UPR XBP1 act | Mdm2-MdmX inh | Jurkat NFkB inh | CCR6 antagonist | Gli-Sufu block | EBI2 block
1 | COC(=O)CN1C(=O)[C@@H]2[C@H](C1=O)[C@@H]1CC(C(=O)OC)=C[C@@H](C(=O)OC)[C@@H]3C1=C(C(=O)[C@@]3(C)NC(=O)c1ccccc1)[C@@H]2C | -2.7 | 8 | -1 | 2 | 6 | 1 | -6 | -5 | -15
2 | CCN(Cc1ccccc1)S(=O)(=O)c1c(C)n(C)c(=O)n(C)c1=O | 0.1 | 14 | 8 | 4 | 6 | -8 | 7 | -2 | -5
3 | CCOc1ccc(NC(=O)C2CCCN(S(=O)(=O)c3ccc(-n4cnnn4)cc3)C2)cc1 (configuration not stated) | 0.7 | 18 | 2 | 2 | 31 | 6 | 3 | -21 | -9
4 | CN(C(=O)CSc1nc(O)cc(=O)n1-c1ccccc1F)c1ccccc1 | 0.2 | 7 | 6 | -6 | -2 | -2 | 8 | -3 | 2
5 | OCC1(Cc2ccccc2)CCN(Cc2ccc(C(F)(F)F)cc2)CC1 | 1.4 | -4 | 1 | 0 | 15 | -2 | 8 | 28 | -3
6 | Cc1ccc(-c2csc(NC(=O)Cn3cnc4c3c(=O)n(C)c(=O)n4C)n2)cc1C | 2.3 | -12 | 5 | 3 | 35 | -4 | -11 | 19 | -7
7 | COC(=O)c1cccc(NC(=O)c2cccc(N3C(=O)CCC3=O)c2)c1 | -1.2 | 10 | 1 | 1 | 11 | 7 | 4 | 8 | 0
8 | O=[N+]([O-])c1ccccc1OCc1nc(-c2cccs2)no1 | 3.7 | -166 | 1 | 10 | -179 | -162 | -4 | -117 | -1
9 | Cc1cccc(C(=O)N[C@H](C(=O)Nc2nc3ccc(S(C)(=O)=O)cc3s2)C(C)C)c1 | 0.4 | 15 | -3 | -3 | 1 | -5 | 5 | 1 | -2
10 | COCCN(Cc1nc2ccccc2c(=O)[nH]1)C(=O)COc1cccc(C(C)=O)c1 | -0.4 | 20 | 2 | -1 | 20 | -15 | 8 | -3 | -6
11 | C#CC[N+](C)(C)C(C#Cc1ccccc1)CC=C (configuration not stated) | 2.6 | -12 | -4 | -4 | 4 | -3 | -8 | -18 | -7
12 | Cc1onc2c(=O)n(-c3ccccc3)nc(-c3ccccc3)c12 | 1.7 | 6 | -2 | 5 | 14 | 1 | 17 | 5 | 3
13 | COc1ccc(C(=O)Nc2ccc(C(=O)NCC3CCCO3)cc2)c(OC)c1OC (configuration not stated) | 1.2 | -8 | 4 | -3 | 17 | 2 | 9 | 12 | -9
14 | CC(=O)Nc1ccc(S(=O)(=O)Nc2nccc(C)n2)cc1 | -2.1 | 16 | 4 | -5 | 13 | -6 | 4 | nt | -8
15 | FC(F)(F)c1ccc(-c2cccc3c2C2CC3CCN2Cc2ccccc2)cc1 (configuration not stated) | nt | nt | 0 | nt | nt | nt | 17 | 8 | 9
16 | CN1C(=O)CC(C(=O)O)SC1=Nc1cc(Cl)cc(Cl)c1 (configuration not stated) | 5.9 | -14 | -2 | -2 | 25 | -17 | -2 | 5 | -7
17 | Cc1ccccc1NC(=O)COC(=O)c1c(-c2ccccc2)noc1C | 0.2 | 23 | 4 | -2 | 9 | -4 | 16 | 1 | 1
18 | COc1ccc(N(C(=O)C2CCCCC2)S(=O)(=O)c2cccc3cccnc23)cc1 | -0.5 | 6 | 5 | -3 | 12 | 0 | 16 | 9 | 3
19 | Cc1ccc(-c2nnn(CC(=O)N(c3ccccc3)C(C(=O)NC3CCCC3)c3ccncc3)n2)o1 (configuration not stated) | 2.2 | 9 | -3 | 1 | -18 | -6 | 11 | -6 | -5
20 | Cc1cccc(NC(=O)COn2nnc3ccc(S(C)(=O)=O)cc32)c1 | -0.3 | 10 | 3 | -3 | 2 | 2 | 1 | 11 | -13
21 | Cc1ccc(N2C(=O)c3ccc(C(=O)N4CCN(c5ccccc5F)CC4)cc3C2=O)cc1 | -0.4 | -17 | 4 | -3 | -20 | -15 | 4 | 0 | -1
22 | CC(Oc1ccc([N+](=O)[O-])cc1)C(=O)NCCCN1CCOCC1 (configuration not stated) | -0.5 | 3 | 7 | -7 | 10 | -5 | 8 | 0 | 5
23 | O=C(c1sccc1Cl)N1CCN(Cc2ccc3c(c2)OCO3)CC1 | -0.1 | -31 | -1 | -1 | 31 | -4 | 12 | -7 | 1
24 | c1csc(-c2nnc(-c3ccc(N4CCOCC4)cc3)o2)c1 | -3.2 | -242 | -3 | -3 | -39 | -151 | -1 | -123 | -2
25 | COc1ccc2c(C)cc(SCC(=O)Nc3nsc(-c4ccc(C)cc4)n3)nc2c1 | 0.3 | 1 | 7 | -1 | 10 | 2 | 12 | -13 | 0
26 | CCCCNC(=O)C1CCCNC1=O (configuration not stated) | 2.2 | 4 | -1 | -3 | 18 | 4 | 5 | 2 | -5
27 | Cc1ccn2cc(CCNS(=O)(=O)c3ccc([N+](=O)[O-])cc3)nc2c1 | 0.4 | -8 | -9 | -4 | -3 | -5 | 2 | -2 | 6
28 | COC(=O)CCCN=C1SCCN1Cc1ccccc1 | 1.6 | 13 | -1 | -7 | -3 | -4 | 11 | -2 | 7

Screening results: PubChem, Sanford-Burnham Center for Chemical Genomics
